# DSG3 Ab inh: human desmoglein-3 autoantibody binding inhibition; P32926; DSG3-coupled beads, scFv-anti-DSG3-GFP binding, flow cytometry; active compounds read low; binding (percent of control), % at 10 µM; actives 0.48% (n = 310,000);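 active = binding more than 3 SD below its plate's average and above zero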;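 note: hits lower antibody fragment binding to DSG3; some compounds called inactive have numbers as strong as hits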
# Target sequence (P32926 whole entry, looked up, the tested form may be a part): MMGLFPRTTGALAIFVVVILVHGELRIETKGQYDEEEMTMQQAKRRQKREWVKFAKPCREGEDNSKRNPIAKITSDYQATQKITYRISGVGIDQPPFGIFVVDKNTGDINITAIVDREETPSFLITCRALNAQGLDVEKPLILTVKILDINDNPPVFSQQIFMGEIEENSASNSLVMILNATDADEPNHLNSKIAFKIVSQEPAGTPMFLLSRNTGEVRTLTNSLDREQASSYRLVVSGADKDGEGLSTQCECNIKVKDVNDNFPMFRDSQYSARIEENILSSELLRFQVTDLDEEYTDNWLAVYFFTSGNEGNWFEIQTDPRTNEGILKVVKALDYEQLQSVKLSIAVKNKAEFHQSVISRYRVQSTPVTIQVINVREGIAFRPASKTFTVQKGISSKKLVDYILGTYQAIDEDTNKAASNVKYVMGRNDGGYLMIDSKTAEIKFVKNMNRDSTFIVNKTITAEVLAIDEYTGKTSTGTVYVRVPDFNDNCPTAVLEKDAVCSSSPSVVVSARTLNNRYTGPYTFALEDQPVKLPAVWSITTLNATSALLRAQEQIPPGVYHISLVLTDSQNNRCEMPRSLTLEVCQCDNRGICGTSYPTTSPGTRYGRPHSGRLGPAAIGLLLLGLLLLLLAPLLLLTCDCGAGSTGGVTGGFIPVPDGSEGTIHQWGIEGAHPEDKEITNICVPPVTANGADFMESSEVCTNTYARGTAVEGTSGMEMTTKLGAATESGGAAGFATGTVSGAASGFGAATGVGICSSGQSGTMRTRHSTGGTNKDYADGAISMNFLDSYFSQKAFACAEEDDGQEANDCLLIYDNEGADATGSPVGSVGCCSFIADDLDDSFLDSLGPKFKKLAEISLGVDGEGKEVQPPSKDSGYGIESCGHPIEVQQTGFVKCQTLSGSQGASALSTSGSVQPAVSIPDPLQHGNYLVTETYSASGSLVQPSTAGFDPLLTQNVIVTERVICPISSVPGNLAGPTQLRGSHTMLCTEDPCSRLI
# PKA-R1A act: activates the PKA-R1A holoenzyme complex | P00514+P68181 | PKA-R1A dissociation, Cy5-IP20 fluorescence polarization; scaled: DMSO 0%, 113 µM cGMP 100% | activation, % at 11.4 µM | actives 0.083% (n = 340,000) | AID 504707;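 active = percent activation above the mean of all tested compounds plus 3 SD, cut at about 19% in these data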;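 note: higher means more PKAc released from R1A so a rise in polarization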
# OPRM1-OPRD1 ag: agonists of human mu-delta opioid receptor heterodimerization; cells, OPRM1-OPRD1 heterodimerization, luminescence; activation, % at 9.3 µM; actives 0.3% (n = 340,000); AID 504326; in the data active = activation above about 18%;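 note: 0% = vehicle-treated cells and 100% = reference agonist; values of inactives mirror those of a sister screen read the other way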
# MOR-DOR inv ag: inverse agonists of human mu-delta opioid receptor heterodimerization; inhibition, % at 9.3 µM; actives 0.21% (n = 340,000); P35372+P41143; cell-based MOR-DOR heterodimer luminescence, inverse agonism; in the data active = inhibition above about 22%, passing the limit was not always enough;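 note: 0% = cells with DMSO and 100% = wells without cells with DMSO; values of inactives mirror those of a sister screen read the other way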
# PfHsp90 set2: growth inhibition of yeast expressing Plasmodium Hsp90. S. cerevisiae expressing PfHsp90, BacTiter-Glo ATP, 48 h; yeast lacking PDR1 and PDR3 efflux regulators. inhibition, % at 9.4 µM. actives 0.32% (n = 310,000);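 active = every replicate shows inhibition above about 80%, whatever the replicate mean, limit read from the data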;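 note: 0% = DMSO neutral controls and 100% = 20 µM radicicol positive controls; yeast relying on Plasmodium falciparum Hsp90 in place of its own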
# AddAB inh: less growth of phage-infected E. coli with AddAB; E. coli expressing H. pylori AddAB, absorbance growth; inhibition, % at 11.9 µM; actives 0.29% (n = 330,000); in the data active = inhibition above about 12%;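 note: 0% = vehicle wells of infected cells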
# HTR5A inv ctr: inverse agonist of human HTR5A in OPRM1-OPRD1 counter-screen. P47898. HTR5A cell line, luminescence, inverse agonism. inhibition, % at 9.3 µM. actives 0.083% (n = 340,000); in the data active = inhibition mostly above about 23%, no sharp cut-off; inactive = mostly below about 18%;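 note: 0% = cells with DMSO and 100% = no-cell wells with DMSO; some compounds called inactive have numbers as strong as hits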
# Ecoli viability: reduces bacterial viability in AddAB counter-screen; E. coli V3065 growth, OD600 absorbance, 18 h; inhibition, % at 11.9 µM; actives 0.27% (n = 330,000);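 active = inhibition above the campaign's mean inhibition across all tested compounds plus 3 SD, cut at about 9.9% in these data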;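 note: uninfected addAB+ strain grown without phage in ampicillin broth; 0% = DMSO wells and 100% = ciprofloxacin 0.95 µg/ml wells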
# HTR5A ag: counter-screen for OPRM1-OPRD1 agonists: human HTR5A agonism; actives 0.61% (n = 340,000); activation, % at 9.3 µM; HTR5A agonist assay, luminescence, cell-based; AID 504692; in the data active = activation mostly above about 9.5%, no sharp cut-off; inactive = mostly below about 7.6%;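 note: 0% = cells with vehicle only and 100% = reference agonist; strong numbers were not always called active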
# Mot1-301 SUMO: SUMOylation pathway inhibition by Mot1-301 growth rescue; actives 1% (n = 320,000); growth rescue, % at 18.8 µM; S. cerevisiae Mot1-301 growth rescue, ATP luminescence, 38.5C; percent above DMSO median, 100 means doubled;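 active = every valid replicate shows activation above 250% relative to neutral control wells; inactive = the rest, any valid replicate at or below 250%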;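 note: OY570 slx delta 5 strain wells were the positive control but not used for scaling; some compounds called inactive have numbers as strong as hits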
# phage Ecoli inh: E. coli growth loss with phage present. actives 0.26% (n = 360,000). AID 651602. growth absorbance. inhibition, % at 11.9 µM; in the data active = inhibition above about 11%
# * marks the source's active call; other numbers are inactive results; . = not tested or not shown; & = joins results of further samples.
SMILES,DSG3 Ab inh,PKA-R1A act,OPRM1-OPRD1 ag,MOR-DOR inv ag,PfHsp90 set2,AddAB inh,HTR5A inv ctr,Ecoli viability,HTR5A ag,Mot1-301 SUMO,phage Ecoli inh
C=CC[N+]1(CC#CCOC(c2ccccc2)c2ccccc2)CCOCC1,98,-2,-0.7,4,0,0.8,-4,1.0,1,-20,0.5
O=C(COC(=O)CSc1ccc(Cl)cc1)Nc1ccc2[nH]c(=O)[nH]c2c1,99*,-6,-2.0,11,8,-0.8,-7,0.5,2,0,3.2
O=C(CCNC(=O)c1ccc(Cl)cc1)Nc1nc2ccccc2[nH]1,.,2,-3.6,14,6,2.2,15,0.2,1,-1,6.9
Nc1cc(=O)n(Cc2ccccc2)c(=O)n1-c1ccc(Cl)cc1,112,-3,-3.7,19,-8,0.2,9,-1.4,-9,-4,1.8
CCOC(=O)C1CCN(C(=O)/C(=C/c2ccccc2)NC(=O)c2ccccc2)CC1,98,-3,-3.1,15,-19,0.1,-7,0.8,2,-4,0.9
COc1ccc(NC(=O)NC(C)c2ccncc2)cc1OC (stereo not given),92,-7,-1.1,6,0,2.9,-48,2.4,7,-10,3.0
c1ccc(-n2c(Cc3cccnc3)nc3cnccc32)cc1,.,-13,-0.2,2,-5,1.8,-11,0.9,2,.,1.9
Cc1cc(C(=O)CCC(=O)N2CCN(c3ccccc3O)CC2)c(C)s1,.,-3,-1.5,6,-3,0.3,-13,0.5,5,16,2.2
CN(Cc1ccccc1)C(=O)COC(=O)c1ccccc1Nc1ccccc1,100,-1,5.6,-30,.,3.6,-4,0.3,1,-10,3.9
O=C(Nc1ccc2c(c1)CCC2)c1ccc(F)c(S(=O)(=O)N2CCOCC2)c1,102,-7,6.0,-32,-11,-1.9,-17,-1.8,7,0,3.7
Cn1c(SCC(=O)O)nnc1-c1ccc(NC(=O)c2ccc(Cl)c(Cl)c2)cc1,102,2,-0.1,1,-11,0.3,12,-0.6,-3,48,1.4
NC(=O)C1CCN(C2CC(=O)N(c3ccc(F)c(Cl)c3)C2=O)CC1 (stereo not given),.,-3,-2.0,11,104*,-0.6,6,-2.4,3,649*,0.5
Cc1cc(NCCCn2ccnc2)n2nc(C)c(-c3ccccc3)c2n1,100,-5,-1.7,9,-3,-1.6,-31,-2.1,7,-7,2.3
CC(=O)Oc1ccc2oc(=O)c3c(c2c1)CCCN3C(=O)CN1CCN(c2ncccn2)CC1,107,-13,-3.4,14,25,1.0,-7,-0.1,3,32,1.7
CCOc1ccc2nc3cc(N=Nc4ccc(N)nc4N)ccc3c(N)c2c1,117,2,1.6,-8,26,.,3,.,-1,.,.
CCn1cc(S(=O)(=O)Nc2ccccc2C(F)(F)F)cn1,109,3,0.1,-1,14,-2.9,4,-0.6,-2,0,4.5
Cc1cc2c(cc1S(=O)(=O)CCC(=O)N(C)Cc1ccccc1)OCC(=O)N2,98,-4,0.5,-3,5,2.9,-9,-0.6,4,-4,3.9
C/C(N)=C(/C#N)C(=O)CSc1nnc(COc2ccccc2Cl)o1,97,-2&-8,-0.6&-1.4,3&9,25&8,3.1,1&14,0.6,0&4,53,4.6&1.9
CC(=O)c1cc2c(cc1NC(=O)c1cnc(C)cn1)OCO2,95,5,-0.3,2,.,-2.5,-30,-0.9,2,-9,1.5
Cc1cccc(C)c1NC(=O)C1c2ccccc2Oc2ccccc21,99,-6,-2.2,13,13,1.5,0,0.3,0,-3,-0.7
CCc1cc(=O)oc2cc(C)cc(O)c12,.,3,0.0,0,-1,5.3,7,0.1,-3,-4,7.8
CC(=O)c1ccc(N2CCN(CC(O)COC(c3ccccc3)c3ccccc3)CC2)cc1 (stereo not given),94,-8,0.6,-3,7,1.2,3,-1.3,-1,-6,-1.5
Nc1nnc(SCC(=O)Nc2cccc3ccccc23)s1,101,-2,2.2,-18,-8,4.3,-11,2.5,3,-7,1.0
Cc1c(C)n(Cc2ccccc2)c2ccc(C(=O)OCCCN(C)C)cc12,102,-15,1.5,-9,-22,3.4,-20,-0.8,8,-13,4.7
CN(C(=O)c1ccc(NC(=O)Cc2ccc(NC(=O)C3CCCN(C(=O)C4CCCCC4)C3)cc2)cc1)C1CCCC1 (stereo not given),107,-8,0.3,-1,1,.,-6,.,2,.,1.6

# Reprinted at random: six compounds from above
SMILES,DSG3 Ab inh,PKA-R1A act,OPRM1-OPRD1 ag,MOR-DOR inv ag,PfHsp90 set2,AddAB inh,HTR5A inv ctr,Ecoli viability,HTR5A ag,Mot1-301 SUMO,phage Ecoli inh
Cc1cc(NCCCn2ccnc2)n2nc(C)c(-c3ccccc3)c2n1,100,-5,-1.7,9,-3,-1.6,-31,-2.1,7,-7,2.3
O=C(COC(=O)CSc1ccc(Cl)cc1)Nc1ccc2[nH]c(=O)[nH]c2c1,99*,-6,-2.0,11,8,-0.8,-7,0.5,2,0,3.2
Cc1cc(C(=O)CCC(=O)N2CCN(c3ccccc3O)CC2)c(C)s1,.,-3,-1.5,6,-3,0.3,-13,0.5,5,16,2.2
Nc1nnc(SCC(=O)Nc2cccc3ccccc23)s1,101,-2,2.2,-18,-8,4.3,-11,2.5,3,-7,1.0
Nc1cc(=O)n(Cc2ccccc2)c(=O)n1-c1ccc(Cl)cc1,112,-3,-3.7,19,-8,0.2,9,-1.4,-9,-4,1.8
Cc1cc2c(cc1S(=O)(=O)CCC(=O)N(C)Cc1ccccc1)OCC(=O)N2,98,-4,0.5,-3,5,2.9,-9,-0.6,4,-4,3.9

# The results go on.
SMILES,DSG3 Ab inh,PKA-R1A act,OPRM1-OPRD1 ag,MOR-DOR inv ag,PfHsp90 set2,AddAB inh,HTR5A inv ctr,Ecoli viability,HTR5A ag,Mot1-301 SUMO,phage Ecoli inh
Cn1nc(C(F)(F)F)c(-c2ccc(Br)cc2)c1NC(=O)CSCC(=O)O,.,-15,-3.1,15,18,0.5,-5,0.3,2,3,-1.8
N#Cc1c(-c2cccs2)cc(-c2ccccn2)nc1N,101,-5,0.2,-1,-1,-0.9,-11,-3.7,4,136,2.4
CCOc1ccccc1NC(=O)c1ccc(S(=O)(=O)N2CCCCC2)cc1,108,1,-0.9,6,-29,4.3,-3,3.0,-1,-3,0.3
Cc1ccccc1Nc1nc(N)nc(CSCC(=O)Nc2cccc(Br)c2)n1,.,-4,-0.9,5,13,3.3,-20,0.9,4,-6,1.2
O=C(Cc1ccc(Cl)cc1)NCCCNC(=O)c1cccnc1,.,-3,-2.3,12,-12,0.3,-35,0.2,13,5,-3.2
Oc1ccccc1CN1CCCN(Cc2ccccc2O)C1,101,-5,-0.5,3,.,2.6,-19,0.5,2,12,1.7
COc1ccc(CCN(C(=O)C(F)(F)F)C(C(=O)NC2CCCCC2)c2cccs2)cc1 (stereo not given),108,4,4.3,-31,21,0.9,-16,-0.9,6,10,2.1
Cc1ccc(Cn2ccsc2=NC(=O)COC(=O)c2ccc(O)cc2O)cc1,107,8,-1.6,5,10,0.9,12,0.9,0,-2,3.1
FC(F)(F)c1nnc2ccc(N3CCCCCC3)nn12,.,-3,-0.3,1,-5,0.0,19,-0.9,-8,2,0.9
O=C(O)c1cccc2c1C(=O)c1cc(Br)ccc1S2(=O)=O,114,-4,0.8,-4,2,-0.1,-2,-0.2,1,2,1.9
CCOC(=O)C1CCCN(c2c(N3CCN(c4ccccn4)CC3)c(=O)c2=O)C1 (stereo not given),101,0,-1.4,7,11,3.0,-6,-2.0,2,.,2.7
COc1ccc(NC(=S)NC(=O)c2cc3ccccc3o2)c(OC)c1,97,4,-1.6,9,-18,.,-6,.,3,-3,3.0
Cc1ccc(NC(=O)COC(=O)c2cc(=O)c3ccccc3o2)c(Br)c1,.,-9,1.8,-8,4,2.0,-4,-1.1,2,-5,-0.9
COc1ccc(CNC(=O)CNC(=O)CNS(=O)(=O)c2ccc(C)c(C)c2)cc1,98,4,-0.3,2,-4,2.2,-4,-1.6,0,166,-0.5
COc1ccc(Oc2ccc(C(F)(F)F)cc2N)cc1,.,-2,18*,-90,-14,0.6,-16,-0.6,-1,12,-2.7
O=C(COc1ccccc1Cl)Nc1cnn(Cc2ccccc2)c1,107,17,0.1,0,63,3.4,-24,0.8,-2,-13,4.2

# Some of the entries so far, tab-delimited:
molecule	DSG3 Ab inh	PKA-R1A act	OPRM1-OPRD1 ag	MOR-DOR inv ag	PfHsp90 set2	AddAB inh	HTR5A inv ctr	Ecoli viability	HTR5A ag	Mot1-301 SUMO	phage Ecoli inh
Oc1ccccc1CN1CCCN(Cc2ccccc2O)C1	101	-5	-0.5	3	.	2.6	-19	0.5	2	12	1.7
COc1ccc(CCN(C(=O)C(F)(F)F)C(C(=O)NC2CCCCC2)c2cccs2)cc1 (stereo not given)	108	4	4.3	-31	21	0.9	-16	-0.9	6	10	2.1

# Screening data from PubChem.
